Source: PubChem BioAssay (several laboratories)
OPRM1-OPRD1 inv: inverse agonist of human OPRM1-OPRD1 heterodimerization. P35372+P41143. cell-based MOR-DOR heterodimer luminescence, inverse agonism. inhibition, % at 9.3 µM. hit rate 0.21% among 340,000; in the data active = inhibition above about 22%, passing the limit was not always enough;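 note: 0% = cells with DMSO and 100% = wells without cells with DMSO; values of inactives mirror those of a sister screen read the other way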
PKA-R1A activ: PKA-R1A complex activation. P00514+P68181. PKA-R1A dissociation, Cy5-IP20 fluorescence polarization; scaled: DMSO 0%, 113 µM cGMP 100%. activation, % at 11.4 µM. hit rate 0.083% among 340,000;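 active = percent activation above the mean of all tested compounds plus 3 SD, cut at about 19% in these data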;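 note: higher means more PKAc released from R1A so a rise in polarization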
phage Ecoli inh: E. coli growth loss with phage present. growth absorbance. inhibition, % at 11.9 µM. hit rate 0.26% among 360,000. AID 651602; in the data active = inhibition above about 11%
PKA-R2B activ: activators of human PKA-R2B complex | P22694+P31323 | PKA-R2B holoenzyme dissociation, Cy5-IP20 fluorescence polarization; R2B truncated from residue 108, S112A mutant; 0% DMSO only, 100% 113 µM cGMP | activation, % at 11.4 µM | hit rate 0.079% among 340,000;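 active = activation above a cutoff set at the mean over all compounds plus 3 SD, cut at about 18% in these data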;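 note: higher means more holoenzyme dissociation and a rise in polarization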
Target sequence (P31323 whole entry, looked up, other chains not shown, the tested form may be a part): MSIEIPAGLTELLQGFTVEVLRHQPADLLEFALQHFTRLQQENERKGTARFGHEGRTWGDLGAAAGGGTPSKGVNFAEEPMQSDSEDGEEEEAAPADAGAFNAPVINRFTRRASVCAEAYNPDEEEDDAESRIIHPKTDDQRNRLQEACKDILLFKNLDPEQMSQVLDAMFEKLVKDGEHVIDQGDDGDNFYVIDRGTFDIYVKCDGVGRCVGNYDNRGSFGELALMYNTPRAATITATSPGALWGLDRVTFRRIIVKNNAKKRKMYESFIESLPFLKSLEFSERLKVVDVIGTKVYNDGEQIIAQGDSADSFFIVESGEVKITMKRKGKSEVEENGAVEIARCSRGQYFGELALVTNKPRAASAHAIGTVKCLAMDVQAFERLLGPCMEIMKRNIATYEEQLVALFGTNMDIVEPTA
MOR-DOR ag: OPRM1-OPRD1 heterodimerization agonism; P35372+P41143; cells, luminescence; activation, % at 9.3 µM; hit rate 0.3% among 340,000; AID 504326; in the data active = activation above about 18%;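 note: 0% = vehicle-treated cells and 100% = reference agonist; values of inactives mirror those of a sister screen read the other way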
Tat transport: inhibitors of E. coli Tat protein transport; hit rate 0.036% among 340,000; AID 488895; E. coli MC4100 TorA-mCherry Tat export, fluorescence; inhibition, % at 10 µM;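 active = mean replicate inhibition at least 50% and at least half of replicates individually reaching 50%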;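 note: exported cargo escapes ClpAP degradation while cytoplasmic cargo is degraded and loses fluorescence; 0% = median of neutral control wells and 100% = median of NaSCN control wells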
Mot1-301 SUMO: SUMOylation pathway inhibition by Mot1-301 growth rescue. growth rescue, % at 18.8 µM. S. cerevisiae Mot1-301 growth rescue, ATP luminescence, 38.5C; percent above DMSO median, 100 means doubled. hit rate 1% among 320,000;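 active = every valid replicate shows activation above 250% relative to neutral control wells; inactive = the rest, any valid replicate at or below 250%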;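 note: OY570 slx delta 5 strain wells were the positive control but not used for scaling; some compounds called inactive have numbers as strong as hits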
AddAB inh: less growth of phage-infected E. coli with AddAB. AID 435030. E. coli expressing H. pylori AddAB, absorbance growth. inhibition, % at 11.9 µM. hit rate 0.29% among 330,000; in the data active = inhibition above about 12%;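 note: 0% = vehicle wells of infected cells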
PfHsp90 set2: inhibits growth of yeast expressing Plasmodium falciparum Hsp90; S. cerevisiae expressing PfHsp90, BacTiter-Glo ATP, 48 h; yeast lacking PDR1 and PDR3 efflux regulators; hit rate 0.32% among 310,000; inhibition, % at 9.4 µM;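 active = every replicate shows inhibition above about 80%, whatever the replicate mean, limit read from the data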;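 note: 0% = DMSO neutral controls and 100% = 20 µM radicicol positive controls; yeast relying on Plasmodium falciparum Hsp90 in place of its own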
HTR5A inv ag: counter-screen for OPRM1-OPRD1 inverse agonists: human HTR5A inverse agonism. AID 504634. HTR5A cell line, luminescence. P47898. hit rate 0.083% among 340,000. inhibition, % at 9.3 µM; in the data active = inhibition mostly above about 23%, no sharp cut-off; inactive = mostly below about 18%;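 note: 0% = cells with DMSO and 100% = no-cell wells with DMSO; some compounds called inactive have numbers as strong as hits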
Target sequence (P47898 whole entry, looked up): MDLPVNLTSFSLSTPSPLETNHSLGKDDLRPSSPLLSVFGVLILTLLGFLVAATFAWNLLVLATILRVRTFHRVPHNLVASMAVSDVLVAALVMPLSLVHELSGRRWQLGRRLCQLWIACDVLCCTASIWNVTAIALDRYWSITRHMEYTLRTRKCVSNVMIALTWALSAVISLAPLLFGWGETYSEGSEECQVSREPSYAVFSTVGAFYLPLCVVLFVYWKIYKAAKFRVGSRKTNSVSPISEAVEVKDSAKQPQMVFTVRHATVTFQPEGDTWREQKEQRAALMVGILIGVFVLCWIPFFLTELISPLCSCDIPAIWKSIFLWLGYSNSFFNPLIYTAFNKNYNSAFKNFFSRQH
E coli growth: bacterial growth inhibition, counter-screen for AddAB inhibitors | E. coli V3065 growth, OD600 absorbance, 18 h | hit rate 0.27% among 330,000 | inhibition, % at 11.9 µM | AID 449728;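 active = inhibition above the campaign's mean inhibition across all tested compounds plus 3 SD, cut at about 9.9% in these data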;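 note: uninfected addAB+ strain grown without phage in ampicillin broth; 0% = DMSO wells and 100% = ciprofloxacin 0.95 µg/ml wells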
Active calls of the source: *; . = not tested or not shown.

Values run as follows: OPRM1-OPRD1 inv	PKA-R1A activ	phage Ecoli inh	PKA-R2B activ	MOR-DOR ag	Tat transport	Mot1-301 SUMO	AddAB inh	PfHsp90 set2	HTR5A inv ag	E coli growth
CCOc1ccc(N(C(C)C(=O)NN=C2CCCCCCC2)S(C)(=O)=O)cc1 (stereo unspecified)
→ -2	-11	0.6	-1	0.5	0	9	1.7	6	3	-0.3
CCN(CC)c1ccc(S(=O)(=O)N2CCOCC2)cc1NC(=O)CN1CCN(Cc2ccccc2)CC1
→ 10	0	-2.2	1	-2.0	7	-27	-1.1	-6	3	-1.1
CN1C(=S)SC(C)(C)C1NO (stereo unspecified)
→ 3	0	4.2	-4	-0.5	3	-9	-0.6	-11	20	1.6
COc1ccnc(N2CCN(c3cccc(C(F)(F)F)c3)CC2)c1C#N
→ 1	-2	1.9	-3	-0.2	2	3	1.2	9	6	0.7
O=C(CP(=O)(c1ccccc1)c1ccccc1)Nn1cnnc1
→ 10	-3	0.8	-4	-2.4	-3	-11	-0.2	15	11	-0.5
Cc1cccc(/C=C2\Sc3ccc(C(=O)N4CCCCC4)cc3N(C)C2=O)c1
→ -3	-10	1.3	-8	0.6	20	-15	2.4	12	-6	-0.6
CN1CCc2cc3c(c4c2C1CC41CCC(=NO)CC1)OCO3 (stereo unspecified)
→ 8	3	2.8	-5	-1.4	3	.	2.1	-3	-23	0.9
Cc1cc(Br)c(NC(=O)C(C)Sc2nnnn2C)c(Br)c1 (stereo unspecified)
→ 14	-3	0.4	-8	-3.7	0	-5	2.6	2	1	-4.7
CC(C)c1ccc(CN2CCN(C(=O)CSc3nnnn3C3CC3)CC2)cc1
→ -17	10	1.8	5	4.1	7	11	2.7	22	2	0.2
CC1(C)NC(=O)N(CCCSc2ccc(Cl)cc2)C1=O
→ 7	-8	2.3	0	-1.2	-6	4	1.7	17	-24	1.8
CCCC(=O)Nc1ccc(NC(=S)NC(=O)c2cccs2)cc1
→ -3	-5	5.3	-7	0.5	-2	-7	1.9	22	29	0.5
CCN(c1ccccc1)S(=O)(=O)c1cccc(C(=O)OCc2nc3sc(C)c(C)c3c(=O)[nH]2)c1
→ -36	0	1.1	-2	4.9	10	5	1.9	-7	-16	0.4
CCOC(=O)c1c(NC(=O)c2cccs2)sc(C)c1C
→ 1	-2	1.7	-13	-0.1	-1	-1	-0.5	-7	11	-0.3
Cc1ccc(C(C)C)cc1OCCN1CCCC1
→ 6	-6	4.6	3	-1.0	3	425	1.8	2	-16	-0.1
COc1ccc(-c2csc(Nc3ccccn3)n2)cc1
→ -12	-9	1.3	-9	2.4	2	-2	3.2	-22	-12	0.4

(next part)
Values run as follows: OPRM1-OPRD1 inv	PKA-R1A activ	phage Ecoli inh	PKA-R2B activ	MOR-DOR ag	Tat transport	Mot1-301 SUMO	AddAB inh	PfHsp90 set2	HTR5A inv ag	E coli growth
Cc1cc2sc(NC(=O)c3ccco3)nc2cc1Cl
→ -28	13	-0.7	-5	5.5	-4	-25	0.5	-12	-5	-0.2
Cc1cc(Cn2nnc3ccccc32)c(O)c(C(C)(C)C)c1
→ -85	-11	3.9	-7	15	9	56	0.8	4	-51	-0.2
O=C1OCCN1C(=O)[C@H]1[C@H](c2ccc(F)cc2)C(c2cccc(Cl)c2)=NN1c1ccc(Br)cc1
→ 0	4	1.1	-5	0.0	-6	.	-3.0	-1	-7	2.7
Cc1cnc(NC(=O)c2ccc(-c3nc4ccccc4s3)o2)s1
→ 6	1	-0.5	-2	-1.0	6	102	-3.0	-9	-42	-4.7
Cc1ccc(N(CC(=O)NC2CCCC2)C(=O)CNC(=O)c2cccs2)cc1C
→ 12	-5	0.4	-17	-1.8	-2	17	3.6	-11	-4	-2.1
Cc1ccc2[nH]c(=O)c(COC(=O)c3ccccn3)cc2c1
→ 2	2	1.9	2	-0.5	-17	1	1.9	10	-21	-0.9
CCOc1ccc(CCNC(=O)CN2C(=O)NC3(CCc4ccccc43)C2=O)cc1OCC (stereo unspecified)
→ 19	-4	3.3	-13	-3.6	6	20	-0.9	-8	17	0.2
NC(=O)c1ccc(-n2nnnc2SCC(=O)c2ccc(O)c(O)c2)cc1
→ 11	-5	3.7	0	-1.9	0	-15	0.2	9	-5	-3.3
CSc1nc2ncc3c(n2n1)CC(C)(C)CC3=O
→ .	.	1.6	.	.	-7	84	2.7	3	.	-2.8
COc1ccccc1NC(=O)c1ccc(NC(=O)COC(=O)c2cncc(Br)c2)cc1
→ 1	-6	-0.1	5	-0.2	7	-3	-0.2	-12	3	0.7
CCOC(=O)c1c(C)[nH]c(N=Nc2cc(C(=O)O)cc(C(=O)O)c2)c1C
→ 8	-11	-3.1	-16	-1.5	7	-6	0.0	-28	-4	0.2
CCc1c(C)nc(N2CCN(c3ccc(OC)cc3)CC2)[nH]c1=O
→ 15	-7	3.9	-5	-2.9	-4	2	3.0	-2	-8	0.9
Cc1ccc2c(c1)-c1cc(C)nn1C(c1ccc3c(c1)OCO3)N2 (stereo unspecified)
→ 6	-6	2.9	-10	-1.1	1	9	3.9	8	-14	0.1
Cc1ccccc1-n1nc2c(c1NC(=O)/C=C\c1ccc3c(c1)OCO3)CSC2
→ 16	-5	3.0	2	-2.8	7	-4	-0.9	-26	-12	-1.7
Cc1ccc(C(C(=O)NC(C)(C)C)N(Cc2cccs2)C(=O)c2ccc3c(c2)OCCO3)cc1 (stereo unspecified)
→ 0	3	2.3	0	0.1	4	17	0.5	6	5	1.1

(further entries)
Values run as follows: OPRM1-OPRD1 inv	PKA-R1A activ	phage Ecoli inh	PKA-R2B activ	MOR-DOR ag	Tat transport	Mot1-301 SUMO	AddAB inh	PfHsp90 set2	HTR5A inv ag	E coli growth
Cc1ccc(S(=O)(=O)NCC(=O)NCC(=O)NC(C)c2ccccc2Br)cc1C (stereo unspecified)
→ -6	-4	0.9	6	0.9	-1	106	1.7	5	-7	-1.2
O=S(=O)(NCC(c1ccccc1)N1CCC(O)CC1)c1ccc(Cl)cc1 (stereo unspecified)
→ 14	-2	0.6	7	-2.7	-7	2	2.5	15	7	0.7
CCCCNC(=S)NNC(=O)c1ccncc1
→ 5	-1	3.0	5	-0.9	0	0	1.4	8	0	-0.5
OCCC1CN(Cc2cccn2-c2cccnc2)CCN1CCc1ccccc1 (stereo unspecified)
→ -23	2	-0.6	-7	4.5	-4	-4	-0.2	.	9	-0.6
Cc1cc(N2C(=O)C3CCC(c4ccccc4)CC3C2=O)no1 (stereo unspecified)
→ 8	-4	0.5	-8	-1.5	-9	-5	3.8	28	-6	0.3
Cc1c(Cl)cccc1NC(=S)N1CCN(Cc2ccccc2)CC1
→ 3	9	1.6	8	-0.5	1	-1	2.4	.	3	-3.2
CCOC(=O)NC(C)N1C(=O)C2C3C=CC(C3)C2C1=O (stereo unspecified)
→ 12	-8	1.5	5	-2.3	-9	0	0.7	4	0	-0.5
COc1cc(CNC2CCCC2)cc(OC)c1OC
→ -5	-6	2.8	7	0.8	-14	73	1.6	1	-5	1.1
O=C1c2ccccc2C(Nc2ccc(S(=O)(=O)N3CCOCC3)cc2)N1c1ccccn1 (stereo unspecified)
→ 13	-8	2.0	-4	-2.4	-3	-8	-2.6	-11	-8	0.1
Cn1cnc(S(=O)(=O)Nc2ccc(Cl)c(C(F)(F)F)c2)c1
→ 9	4	2.1	6	-1.8	-9	-5	0.6	-4	1	-1.6
CCOC(=O)Cn1cnc(-c2ccc([N+](=O)[O-])cc2)c1
→ -10	-4	3.1	8	1.6	-22	-3	2.6	-6	-1	2.4
CCCN(CCC)S(=O)(=O)c1ccc(NS(C)(=O)=O)cc1
→ 13	0	2.8	-5	-2.2	-5	0	-0.8	.	-1	-1.3
NCCCC[C@H](N)c1nnc([C@H](CC(=O)O)NC(=O)C2CCNCC2)o1
→ 4	1	4.4	-14	-0.8	-8	-12	2.9	-3	-14	0.7
Cc1c(O)c2c3c(cccc3c1O)C(=O)N(c1ccccc1)C2=O
→ 20	-10	1.3	-13	-4.0	3	44	4.5	6	0	0.8
CCCc1cc(=O)oc2cc(C)cc(OC(C)C(=O)NCc3ccccn3)c12 (stereo unspecified)
→ 18	-3	1.1	-12	-3.5	-4	-2	0.8	-36	16	-1.2

Taken from above.
Mot1-301 SUMO, `O=S(=O)(NCC(c1ccccc1)N1CCC(O)CC1)c1ccc(Cl)cc1` (stereo unspecified) reads 2
AddAB inh, `CCCCNC(=S)NNC(=O)c1ccncc1` reads 1.4

Additional entries
Values run as follows: OPRM1-OPRD1 inv	PKA-R1A activ	phage Ecoli inh	PKA-R2B activ	MOR-DOR ag	Tat transport	Mot1-301 SUMO	AddAB inh	PfHsp90 set2	HTR5A inv ag	E coli growth
CC(=O)N(C)c1ccc(NS(=O)(=O)Cc2ccccc2)cc1
→ 8	5	1.3	8	-1.6	7	-6	-0.2	4	5	2.0
CN(C(=O)Nc1cnccc1C(F)(F)F)C1CCCCC1
→ 17	-15	-0.1	-4	-3.4	0	26	1.0	-3	-16	1.1
O=C(Nc1ccon1)c1cc2ccccc2oc1=O
→ 18	-4	2.2	0	-3.2	-8	-11	2.8	-31	-9	-0.3
Nc1ccc2ccccc2c1N=Nc1ccccc1
→ 0	4	2.5	-5	0.0	3	.	.	-57	8	.
Cc1nc(-c2ccccc2O)n(-c2ccccc2)n1
→ 13	-8	4.2	-4	-2.4	2	-23	-1.1	-1	1	0.1
CCc1nnc(NC(=O)CSc2nnc(Cc3cccn3C)n2C)s1
→ 2	1	-0.8	4	-0.3	-5	6	0.5	-6	-15	-2.9
O=C1N=NC2=C1c1c3ccccc3c(O)n1CC2
→ 0	-9	2.5	-9	0.1	-3	1	1.6	-8	8	1.2
CCOC(=O)c1cnc2ccc(OCC)cc2c1NCCN1CCOCC1
→ -1	-3	3.2	-5	0.2	1	2	2.3	30	15	-0.3
OCCCNc1c2ccccc2nc2ccccc12
→ 7	7	4.8	-1	-1.5	-4	16	3.7	5	4	1.0
Cc1ccnc(NC(=O)c2ccc(Cl)c(NC(=O)c3ccccc3C)c2)c1
→ 9	-12	.	-4	-1.8	16	-7	6.3	-3	11	2.6
COc1ccc(CC(=O)OCC(=O)NCc2ccccc2Cl)cc1OC
→ 16	-9	4.2	1	-3.5	-3	4	-1.2	12	-5	-3.3

Reprinted from the entries so far (4 entries):
Values run as follows: OPRM1-OPRD1 inv	PKA-R1A activ	phage Ecoli inh	PKA-R2B activ	MOR-DOR ag	Tat transport	Mot1-301 SUMO	AddAB inh	PfHsp90 set2	HTR5A inv ag	E coli growth
CCOC(=O)c1cnc2ccc(OCC)cc2c1NCCN1CCOCC1
→ -1	-3	3.2	-5	0.2	1	2	2.3	30	15	-0.3
OCCCNc1c2ccccc2nc2ccccc12
→ 7	7	4.8	-1	-1.5	-4	16	3.7	5	4	1.0
Cc1ccnc(NC(=O)c2ccc(Cl)c(NC(=O)c3ccccc3C)c2)c1
→ 9	-12	.	-4	-1.8	16	-7	6.3	-3	11	2.6
COc1ccc(CC(=O)OCC(=O)NCc2ccccc2Cl)cc1OC
→ 16	-9	4.2	1	-3.5	-3	4	-1.2	12	-5	-3.3
